Screening data: PubChem BioAssay, Sanford-Burnham Center for Chemical Genomics
UBC13 inh: UBC13 polyubiquitin chain formation inhibitors, primary screen, biochemical, TR-FRET, uHTS. Ubiquitin-conjugating enzyme E2 N (Homo sapiens), P61088. inhibition, % at 20 µM. actives 0.47% (n = 330,000); in the data active = inhibition above about 45%, passing the limit was not always enough
Gli-Sufu block: Gli-Sufu pathway antagonists, primary screen, luciferase luminescence, Sufu-KO-LIGHT cells, uHTS | Sufu-KO-LIGHT fibroblasts, Gli luciferase reporter luminescence | AID 588413, 2011 | actives 0.74% (n = 340,000) | inhibition, % at 5 µM;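 active = inhibition above about 55%, limit read from the data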;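 also: 0% = DMSO-treated cells and 100% = wells with medium but no cells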
HKDC1 inhibitor: HKDC1 hexokinase inhibitors, primary screen, biochemical, fluorescence, uHTS; recombinant HKDC1, G6PDH/diaphorase resazurin coupled fluorescence; Q2TB90; inhibition, % at 20 µM; actives 0.16% (n = 340,000);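 active = inhibition above about 35% when tested at 20 µM, limit read from the data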;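 also: plate controls were DMSO wells with enzyme for no effect and DMSO wells lacking enzyme for full effect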
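test system = in-house recombinant HK5 (HKDC1) enzyme | amount = HKDC1 at 5 µg/mL | control set = DMSO-enzyme wells negative, buffer-substituted wells positive | compound = one dose of 20 µM, 1% DMSO | schedule = reaction time 90 min, room temperature, protected from light | technique = resorufin fluorescence at 613 nm | reagent = glucose with 1 mM ATP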
SENP7 inh: SENP7 protease inhibitors, primary screen, biochemical, luminescence, uHTS; Sentrin-specific protease 7 (Homo sapiens), Q9BQF6; recombinant SENP7, Z-RLRGG-aminoluciferin luminescence, 40 min; inhibition, % at 5 µM; actives 1.5% (n = 330,000);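 active = inhibition above about 50% at the single test dose, limit read from the data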;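 also: plate controls were DMSO with enzyme for no effect and no enzyme buffer wells for full effect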
SENP8 inh: SENP8 protease inhibitors, primary screen, biochemical, luminescence. Sentrin-specific protease 8 (Homo sapiens), Q96LD8. purified SENP8, Z-RLRGG-aminoluciferin cleavage. inhibition, % at 10 µM. actives 1.2% (n = 330,000). AID 2540, 2010
Jurkat NFkB inh: inhibitors of induced NF-kB luciferase reporter, primary screen, TCR NF-kB activation inhibitor project, cell-based, luminescence, uHTS | actives 0.53% (n = 330,000) | Jurkat, PMA/ionomycin-induced NF-kB luciferase reporter | inhibition, % at 4 µM
Apaf-1 inh: inhibitors of human Apaf-1 apoptosome, primary screen, biochemical, DEVD-Rh110 fluorescence, uHTS. inhibition, % at 20 µM. reconstituted apoptosome caspase-3 activity. actives 0.71% (n = 330,000). Apoptotic protease-activating factor 1 (Homo sapiens), O14727; active = inhibition of at least 40% at 20 µM;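 also: plate controls were DMSO wells for no effect and DEVD-CHO caspase inhibitor wells for full effect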
Target sequence (O14727 whole entry, looked up): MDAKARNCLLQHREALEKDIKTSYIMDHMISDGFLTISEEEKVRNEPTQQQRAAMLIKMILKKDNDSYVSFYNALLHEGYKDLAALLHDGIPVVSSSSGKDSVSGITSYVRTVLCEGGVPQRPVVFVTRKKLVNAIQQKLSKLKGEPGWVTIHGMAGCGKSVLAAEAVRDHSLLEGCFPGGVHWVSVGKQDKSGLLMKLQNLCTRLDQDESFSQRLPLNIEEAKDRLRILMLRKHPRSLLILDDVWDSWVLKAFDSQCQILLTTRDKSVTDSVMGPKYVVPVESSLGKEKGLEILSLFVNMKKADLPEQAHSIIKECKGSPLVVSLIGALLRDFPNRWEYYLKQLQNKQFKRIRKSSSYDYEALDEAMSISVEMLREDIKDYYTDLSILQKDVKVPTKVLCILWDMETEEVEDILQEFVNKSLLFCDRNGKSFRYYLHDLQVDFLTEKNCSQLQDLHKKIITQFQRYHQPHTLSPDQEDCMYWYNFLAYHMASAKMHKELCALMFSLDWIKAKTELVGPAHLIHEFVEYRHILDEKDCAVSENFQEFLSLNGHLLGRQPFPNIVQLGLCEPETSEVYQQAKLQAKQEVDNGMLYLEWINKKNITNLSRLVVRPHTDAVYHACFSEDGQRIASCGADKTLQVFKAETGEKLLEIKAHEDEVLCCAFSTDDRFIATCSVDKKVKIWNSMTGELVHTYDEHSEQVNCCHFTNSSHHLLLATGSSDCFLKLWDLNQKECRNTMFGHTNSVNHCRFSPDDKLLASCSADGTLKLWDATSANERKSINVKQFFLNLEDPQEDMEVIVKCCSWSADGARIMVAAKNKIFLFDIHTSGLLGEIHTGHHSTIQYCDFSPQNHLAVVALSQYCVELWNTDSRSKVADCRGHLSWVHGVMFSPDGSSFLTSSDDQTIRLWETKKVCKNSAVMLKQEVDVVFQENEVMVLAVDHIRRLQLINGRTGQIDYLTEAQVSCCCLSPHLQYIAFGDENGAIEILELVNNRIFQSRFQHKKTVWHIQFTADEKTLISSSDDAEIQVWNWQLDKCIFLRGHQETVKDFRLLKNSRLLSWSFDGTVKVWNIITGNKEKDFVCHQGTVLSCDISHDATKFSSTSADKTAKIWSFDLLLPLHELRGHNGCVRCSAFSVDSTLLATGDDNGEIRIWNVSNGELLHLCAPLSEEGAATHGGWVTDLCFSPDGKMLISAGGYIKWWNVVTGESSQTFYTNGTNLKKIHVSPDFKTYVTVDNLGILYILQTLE
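Material: biochemical Apaf-1 apoptosome reconstitution. Medium: Hepes buffer, pH 7.5. Also added: cytochrome c activation, bis-DEVD rhodamine 110 substrate. Timing: 30 min compound preincubation, 50 min activation, room temperature. Measured by: rhodamine 110 fluorescence at Ex 480/Em 540 nm.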
697 NFkB inh: inhibitors of PMA/ionomycin-induced NF-kB reporter, 697 cells, primary screen, B-cell NF-kB inhibitor project, cell-based, luminescence, uHTS | 697 B-cell NF-kB luciferase reporter, 16 h | inhibition, % at 4 µM | actives 0.33% (n = 330,000); in the data active = inhibition above about 35%
* marks the source's active call; other numbers are inactive results; . = not tested or not shown. Rule as the data show it, unless noted: active = inhibition above about 50%; inactive = the rest.

(1) COc1ccc(/C=C2/SC(=O)N(CC(=O)NCCC(C)C)C2=O)cc1OC
(2) O=C1CC(N2CCN(Cc3ccccc3)CC2)C(=O)N1 (stereo not given)
(3) O=C(Cc1nnc(NC(=O)Nc2ccc(F)cc2)s1)NCc1ccccc1
(4) O=C(Nc1cccc(C(F)(F)F)c1)C1CCCO1 (stereo not given)
(5) Cc1c(C(=O)N2CCOCC2)c(S(=O)(=O)N2CCN(c3ccc(Cl)cc3)CC2)c(C)n1C
(6) Cc1ccc([N+](=O)[O-])cc1S(=O)(=O)N1CCCN(C)CC1
(7) O=C(Nc1ccc(Cl)c(Cl)c1)c1csc(-c2ccccc2)n1
(8) COC(=O)c1ccc(COc2ccc(/C=N/N3CCN(C)CC3)cc2)cc1

Screen / compound no. | 1 | 2 | 3 | 4 | 5 | 6 | 7 | 8
HKDC1 inhibitor | -4 | -8 | -6 | -10 | -6 | -3 | -2 | -10
SENP7 inh | 4 | -11 | 5 | -2 | 8 | 3 | 2 | 6
Gli-Sufu block | 9 | -6 | 1 | -9 | -7 | -25 | 4 | -65
UBC13 inh | -3 | -7 | -6 | -18 | 0 | 5 | -11 | -1
SENP8 inh | 14 | -17 | 8 | -14 | -5 | 2 | 1 | -5
Apaf-1 inh | -11 | -10 | -22 | -3 | -5 | 5 | 19 | -4
697 NFkB inh | 12 | 0 | -10 | -9 | 3 | -7 | -11 | -94
Jurkat NFkB inh | 8 | 4 | -28 | 2 | 4 | -1 | 1 | -27

(9) CCCCNC(=O)CC(=O)Nc1ccccc1C(=O)O
(10) CCOC(=O)C1=C(O)C(=O)N(CCCn2ccnc2)C1c1ccc(C)cc1 (stereo not given)
(11) CCCNc1nc(N)nc(-c2cc(Cl)ccc2OC)n1
(12) Cc1ccc(CCNC(=O)C2CCN(S(=O)(=O)c3cccc4nonc34)CC2)cc1
(13) CCOC(=O)c1c(-c2ccc(C)o2)csc1NC(=O)COC(=O)c1ccc(NC(N)=O)cc1
(14) CC(C)C(=O)O/N=C(\N)c1ccccn1
(15) O=C(O)C(F)=C(c1ccccc1)c1ccccc1
(16) Clc1cccc(/C=N/Nc2nnc(Cl)c3ccccc23)c1

Screen / compound no. | 9 | 10 | 11 | 12 | 13 | 14 | 15 | 16
HKDC1 inhibitor | 4 | 9 | -5 | -11 | 1 | -11 | -6 | -5
SENP7 inh | -5 | -6 | -2 | 5 | -8 | 2 | -2 | -7
Gli-Sufu block | 2 | -2 | 4 | 0 | 6 | 1 | -9 | -30
UBC13 inh | -16 | -5 | 1 | -4 | -3 | 1 | -6 | -12
SENP8 inh | -12 | -5 | -8 | -3 | 2 | 0 | -8 | -7
Apaf-1 inh | 8 | -3 | -14 | -18 | 24 | -5 | -2 | 1
697 NFkB inh | -7 | 7 | 7 | 10 | 1 | -4 | 5 | -46
Jurkat NFkB inh | -10 | -4 | -4 | -5 | -10 | 5 | -3 | -52

(17) Cc1nc(-c2ccccc2)sc1C1(C)CC(c2cccnc2)=NO1 (stereo not given)
(18) Cc1cc(C(=O)COC(=O)c2ccccc2NCCO)c(C)n1CC1CCCO1 (stereo not given)
(19) COc1ccc(COC(=O)C2=C(C)NC(=O)NC2c2cc(Br)c(O)c(OC)c2)cc1 (stereo not given)
(20) COc1ccc2cc(CCNC(=O)c3ccc4c(c3)OCO4)c(=O)[nH]c2c1
(21) C[C@]12CC[C@H](O)CC1=CCC1C2CC[C@@]2(C)C1CCC21OCCO1 (stereo not given in full)
(22) CCOC(=O)N1CCN(CC(=O)Nc2c(C(=O)OC)[nH]c3cc(C)ccc23)CC1
(23) Cc1cccn2c(CN(C)CCC3CCCCO3)c(C(=O)N3CCCCC3)nc12 (stereo not given)
(24) CC1(C)CC(CC(=O)NC(=S)Nc2ccc([N+](=O)[O-])cc2)C(=O)O1 (stereo not given)

Screen / compound no. | 17 | 18 | 19 | 20 | 21 | 22 | 23 | 24
HKDC1 inhibitor | . | -1 | 4 | 3 | -2 | 2 | 14 | -2
SENP7 inh | -13 | 5 | 9 | -4 | 11 | -2 | -1 | 3
Gli-Sufu block | . | 23 | -8 | -1 | -4 | -7 | 20 | -33
UBC13 inh | -3 | 2 | -2 | 11 | 5 | 5 | 2 | 4
SENP8 inh | -22 | 36 | -7 | -1 | 3 | 3 | 0 | 0
Apaf-1 inh | 17 | 18 | 14 | 10 | 1 | -9 | -3 | -5
697 NFkB inh | -51 | -47 | -21 | 11 | 0 | 18 | 6 | 20
Jurkat NFkB inh | -51 | -23 | -11 | 9 | 16 | -5 | 3 | 10

(25) CCOC(=O)c1c(NC(=O)COC(=O)c2ccc(NC(=O)CC#N)cc2)sc(C(=O)NC)c1C
(26) N#CCc1nn(Cc2ccc(F)cc2)c(=O)c2ccccc12
(27) CC(=O)n1cc(Nc2ccc([N+](=O)[O-])cc2)c2ccccc21
(28) CCNC(=O)/C(=C\c1ccc2c(c1)OCO2)NC(=O)c1ccc(Br)cc1
(29) O=C(O)c1ncn(Cc2ccccc2)c1C(=O)O
(30) c1coc(Cn2c(SCc3nc4ccccc4[nH]3)nnc2-c2cccs2)c1
(31) O=C(CCCSc1nc2ccccc2c(=O)[nH]1)c1ccccc1
(32) COCCNC(C(=O)Nc1cc(Cl)cc(Cl)c1)c1ccccc1 (stereo not given)

Screen / compound no. | 25 | 26 | 27 | 28 | 29 | 30 | 31 | 32
HKDC1 inhibitor | 8 | 2 | -7 | -10 | -12 | -6 | 4 | 3
SENP7 inh | 8 | -1 | -5 | -6 | -12 | 9 | -14 | -3
Gli-Sufu block | -11 | 7 | -2 | 3 | 6 | -1 | 1 | 6
UBC13 inh | -21 | 10 | -8 | -9 | -10 | -5 | -2 | 11
SENP8 inh | 8 | 14 | -4 | 5 | -5 | 1 | -13 | 0
Apaf-1 inh | -12 | 2 | 4 | -14 | 0 | 2 | 19 | 21
697 NFkB inh | 31 | 4 | 21 | 19 | -9 | 6 | -4 | 25
Jurkat NFkB inh | 3 | 17 | -15 | 9 | 1 | -11 | 8 | -5

(33) CCOC(=O)CNC(=O)CSc1ncnc2c1cnn2Cc1ccccc1
(34) Cc1cccc(-n2c(C)c(-c3ccccc3)[nH]c2=S)c1
(35) C=CCn1c(=NC(=O)c2cccs2)sc2cccc(OC)c21
(36) CCOc1ccc2c(c1)n(CO)c(=S)n2CO
(37) Cc1ccc(S(=O)(=O)N2CCCC2C(=O)OCc2nc3sc(C)c(C)c3c(=O)[nH]2)cc1 (stereo not given)
(38) CN(C)c1ccc(-c2nnn(CC(=O)Nc3ccccc3N3CCOCC3)n2)cc1
(39) Cn1cc([N+](=O)[O-])c(C(=O)Nc2cnn(Cc3ccc(F)cc3)c2)n1
(40) COc1ccc(N(C(=O)c2cnccn2)C(C(=O)NC2CCCCC2)c2ccc(O)cc2)cc1 (stereo not given)

Screen / compound no. | 33 | 34 | 35 | 36 | 37 | 38 | 39 | 40
HKDC1 inhibitor | -7 | -5 | -1 | -1 | -1 | -9 | -3 | -10
SENP7 inh | 7 | -10 | -9 | -6 | -2 | -9 | 1 | 5
Gli-Sufu block | -4 | 2 | -12 | 5 | -9 | -7 | 4 | -6
UBC13 inh | -8 | -2 | 29 | -4 | 7 | 6 | -8 | 1
SENP8 inh | 8 | -6 | -13 | -4 | -5 | 0 | 1 | 2
Apaf-1 inh | 0 | 6 | 7 | 2 | 7 | -1 | -8 | 1
697 NFkB inh | -11 | -13 | -6 | -8 | 8 | 18 | -8 | 15
Jurkat NFkB inh | 0 | -8 | -15 | -9 | 12 | -5 | 23 | -29

Pulled by compound from the list above, 3 records:
(10) CCOC(=O)C1=C(O)C(=O)N(CCCn2ccnc2)C1c1ccc(C)cc1 (stereo not given)
(19) COc1ccc(COC(=O)C2=C(C)NC(=O)NC2c2cc(Br)c(O)c(OC)c2)cc1 (stereo not given)
(21) C[C@]12CC[C@H](O)CC1=CCC1C2CC[C@@]2(C)C1CCC21OCCO1 (stereo not given in full)

Screen / compound no. | 10 | 19 | 21
HKDC1 inhibitor | 9 | 4 | -2
SENP7 inh | -6 | 9 | 11
Gli-Sufu block | -2 | -8 | -4
UBC13 inh | -5 | -2 | 5
SENP8 inh | -5 | -7 | 3
Apaf-1 inh | -3 | 14 | 1
697 NFkB inh | 7 | -21 | 0
Jurkat NFkB inh | -4 | -11 | 16

Later entries.
(41) COc1cc(S(=O)(=O)N2CCN(C(=O)C3CC3)CC2)ccc1NC(C)=O
(42) Cc1cc(C)n2cc(CSc3nc4ccccc4[nH]3)nc2n1
(43) CCOc1ccc(NC(=O)CN(c2ccc(C)cc2)S(=O)(=O)c2c(C)nn(C)c2C)cc1
(44) COc1cccc(C2c3c(oc4ccc(F)cc4c3=O)C(=O)N2CCCN2CCOCC2)c1 (stereo not given)
(45) CCN(CC(=O)Nc1ccc2c(c1)OCCO2)C(=O)c1ccc(CS(C)(=O)=O)cc1
(46) CS(=O)(=O)N1CCC(C(=O)NCC2CCCO2)CC1 (stereo not given)
(47) COCCOC(=O)C1=C(C)N=C2SCCC(=O)N2C1c1ccc(C(=O)OC)cc1 (stereo not given)
(48) Cc1c(C(=O)N2CCC(C)CC2)cccc1[N+](=O)[O-]

Screen / compound no. | 41 | 42 | 43 | 44 | 45 | 46 | 47 | 48
HKDC1 inhibitor | -4 | -2 | -4 | -8 | 1 | -8 | -4 | -1
SENP7 inh | 4 | 10 | 10 | 1 | 4 | -1 | 4 | 13
Gli-Sufu block | -1 | 11 | 10 | 1 | -8 | -7 | -2 | 0
UBC13 inh | 2 | 3 | -8 | 9 | 9 | -7 | 2 | 7
SENP8 inh | 1 | -3 | 4 | 2 | -4 | 6 | -1 | 0
Apaf-1 inh | 5 | -17 | 9 | -4 | -3 | -9 | 3 | -16
697 NFkB inh | 6 | 6 | -14 | 11 | 8 | 7 | 1 | 3
Jurkat NFkB inh | -9 | -15 | 3 | -5 | -7 | 10 | 1 | -8

The final 3 entries of the section above are carried over, then new ones follow.
(46) CS(=O)(=O)N1CCC(C(=O)NCC2CCCO2)CC1 (stereo not given)
(47) COCCOC(=O)C1=C(C)N=C2SCCC(=O)N2C1c1ccc(C(=O)OC)cc1 (stereo not given)
(48) Cc1c(C(=O)N2CCC(C)CC2)cccc1[N+](=O)[O-]
(49) CCOC(=O)N1CCC(NC(=O)CCc2c(C)nc3c(c(C)nn3C(C)(C)C)c2C)CC1
(50) CCCCOc1ccc(/C=N/NC(=S)Nc2cccc(C)c2C)cc1
(51) CCCC(=O)NC(c1ccc(Cl)cc1)c1ccc2cccnc2c1O (stereo not given)
(52) COc1ccccc1Nc1ncc(C(C)=O)c(C)n1
(53) CC(=O)Nc1ccc2c(c1)nc(C)n2-c1ccccc1

Screen / compound no. | 46 | 47 | 48 | 49 | 50 | 51 | 52 | 53
HKDC1 inhibitor | -8 | -4 | -1 | -4 | -5 | -26 | -10 | 10
SENP7 inh | -1 | 4 | 13 | -17 | 12 | -2 | 14 | -5
Gli-Sufu block | -7 | -2 | 0 | 0 | -3 | 86* | 15 | -17
UBC13 inh | -7 | 2 | 7 | -4 | 5 | -13 | -1 | 4
SENP8 inh | 6 | -1 | 0 | -7 | 1 | -9 | -1 | -6
Apaf-1 inh | -9 | 3 | -16 | 9 | 19 | -4 | 8 | 4
697 NFkB inh | 7 | 1 | 3 | -7 | -7 | -24 | -4 | 12
Jurkat NFkB inh | 10 | 1 | -8 | 7 | 4 | 47 | -23 | -1
